DAX1 inh-1: blocks DAX1 repression of SF-1 activated StAR promoter; AID 652010; actives 1.1% (n = 370,000); inhibition, % at 6.8 µM; HEK293T StAR-luciferase reporter, SF-1/DAX-1 repression relief;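 active = inhibition above the mean over all tested compounds plus 3 SD, cut at about 3.6% in these data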;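 also: 0% = DAX-1 cells with DMSO and 100% = cells lacking DAX-1 with DMSO; higher inhibition means more luminescence from relief of DAX-1 repression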
GAA850 FXN act: increases GAA850 frataxin promoter reporter activity; actives 0.56% (n = 360,000); HEK293 lucGAA850 FXN promoter luciferase reporter, 24 h; percent of 10 µM SAHA response; activation, % at 6 µM;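 active = activation above the average of all compounds screened plus 3 SD, cutoff fixed separately per campaign, cut at about 7.5% in these data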;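 also: 0% = DMSO wells and 100% = 10 µM SAHA wells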
GC-B act: GC-B (human) receptor activation; P20594; HEK293-GC-B cells, CNP EC30, cGMP TR-FRET; 0% at EC30 CNP, 100% saturating CNP; activation, % at 10 µM; actives 0.11% (n = 370,000);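 active = activation at 10 µM reaching about 35% in either raw or pattern-adjusted values, limit read from the data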
DAX1 inh-2: NR0B1 (DAX1) inhibition; HEK293 Gal4-DAX1 luciferase reporter, luminescence; actives 0.99% (n = 340,000); P51843; inhibition, % at 6.75 µM; AID 504766;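 active = inhibition above the mean over all tested compounds plus 3 SD, cut at about 4.2% in these data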;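 also: 0% = DAX1-transfected cells with DMSO and 100% = empty-vector control cells with DMSO; inhibition shows as a rise in luminescence from relieved DAX1 repression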
ADAM10 inh: inhibits human ADAM10 | O14672 | recombinant ADAM10, EDANS/DABCYL FRET peptide cleavage, 3 h | inhibition, % at 7 µM | actives 0.62% (n = 370,000) | AID 720582;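 active = inhibition above a per-campaign cutoff equal to the mean of compounds falling between control-based bounds plus 3 SD, cut at about 20% in these data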;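 also: 0% = DMSO wells while the 100% control is not disclosed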
hgDAF-12 ag: hgDAF-12 agonism, primary luciferase screen | HEK293 GAL4-hgDAF12 UAS-luciferase reporter, agonist luminescence; normalized to butyrate control | actives 1.8% (n = 370,000) | activation, % at 6.8 µM | AID 687014;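 active = activation above a cutoff set at the mean of all screened compounds plus 3 SD, cut at about 10% in these data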;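 also: 0% = DMSO wells and 100% = sodium butyrate wells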
sPLA2-III inh: Inhibits HGIII-sPLA2 liposome hydrolysis, primary screen; Q9NZ20; QFRET BODIPY PC-A2 liposome hydrolysis, fluorescence; inhibition, % at 12.2 µM; actives 0.56% (n = 370,000); AID 743126;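 active = inhibition above mean plus 3 SD of compounds lying within the high and low control bounds, cut at about 19% in these data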;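 also: 0% = median of test compound wells and 100% = no enzyme DMSO wells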
hcDAF-12 act: activators of H. contortus DAF-12 nuclear receptor; HEK293 hcDAF-12 lit1-tk-luc reporter, luminescence; 0% DMSO, 100% Δ7-dafachronic acid; activation, % at 6.8 µM; actives 1.4% (n = 370,000); AID 652067;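 active = activation above the mean of all tested compounds plus 3 SD, cut at about 5.5% in these data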;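 also: 100% = response to 3 µM Δ7-dafachronic acid high control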
SMARCA2 act: SMARCA2 function activation, primary screen | MG213 cells, MMTV-luciferase reporter, dexamethasone, overnight | activation, % at 9.1 µM | actives 1% (n = 370,000); in the data active = activation above about 7.8%;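 also: 0% = vehicle wells and 100% = reference activator wells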
ssDAF-12 act: activators of S. stercoralis DAF-12 nuclear receptor; HEK293 ssDAF-12/GRIP1 lit1-tk-luc reporter, luminescence; % of 3 µM dafachronic acid response; activation, % at 6.8 µM; actives 1% (n = 370,000); AID 652126;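 active = activation above the mean over all tested compounds plus 3 SD, cut at about 0.9% in these data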;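 also: 0% = DMSO-only wells and 100% = 3 µM delta7-dafachronic acid wells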
NPR1 activator: GC-A (human) enzyme activation; P16066; HEK293 GC-A cells, cGMP TR-FRET, EC30 ANP; 0% at EC30 ANP, 100% saturating ANP; activation, % at 10 µM; actives 0.14% (n = 370,000); AID 1671463; in the data active = activation above about 40%
Target sequence (P16066 whole entry, looked up): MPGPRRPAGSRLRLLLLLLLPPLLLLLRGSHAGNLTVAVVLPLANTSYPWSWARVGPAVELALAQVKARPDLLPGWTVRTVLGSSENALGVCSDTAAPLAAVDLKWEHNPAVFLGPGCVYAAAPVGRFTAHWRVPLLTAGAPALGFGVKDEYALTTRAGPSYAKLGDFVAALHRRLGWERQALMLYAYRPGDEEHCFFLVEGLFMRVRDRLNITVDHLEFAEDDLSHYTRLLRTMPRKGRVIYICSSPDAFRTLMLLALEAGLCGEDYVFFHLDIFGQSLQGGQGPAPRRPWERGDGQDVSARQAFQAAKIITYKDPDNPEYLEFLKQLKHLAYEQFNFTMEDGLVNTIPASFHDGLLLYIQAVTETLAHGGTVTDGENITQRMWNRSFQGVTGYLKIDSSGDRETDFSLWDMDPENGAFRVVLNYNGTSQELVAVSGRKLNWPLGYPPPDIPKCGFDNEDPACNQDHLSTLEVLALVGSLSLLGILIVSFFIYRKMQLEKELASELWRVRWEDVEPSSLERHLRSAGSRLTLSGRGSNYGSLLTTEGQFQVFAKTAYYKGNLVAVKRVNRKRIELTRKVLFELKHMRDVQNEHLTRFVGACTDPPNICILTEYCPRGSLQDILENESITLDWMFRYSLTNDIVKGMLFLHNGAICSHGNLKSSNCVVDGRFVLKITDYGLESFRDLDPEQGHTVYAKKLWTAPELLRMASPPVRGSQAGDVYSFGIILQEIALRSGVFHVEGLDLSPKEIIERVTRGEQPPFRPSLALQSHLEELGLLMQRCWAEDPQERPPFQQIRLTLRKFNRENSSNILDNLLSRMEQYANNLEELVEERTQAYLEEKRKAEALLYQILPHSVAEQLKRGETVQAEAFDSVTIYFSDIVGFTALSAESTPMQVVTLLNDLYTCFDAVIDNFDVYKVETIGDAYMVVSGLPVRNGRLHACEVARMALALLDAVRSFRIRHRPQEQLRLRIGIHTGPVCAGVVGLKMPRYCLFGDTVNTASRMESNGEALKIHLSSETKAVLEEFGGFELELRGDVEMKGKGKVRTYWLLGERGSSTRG
Numbers without * were called inactive; . = no result given.

Screens in order – GC-B act, ssDAF-12 act, NPR1 activator, ADAM10 inh, DAX1 inh-2, hcDAF-12 act, sPLA2-III inh, SMARCA2 act, DAX1 inh-1, hgDAF-12 ag, GAA850 FXN act
> O=C(CSC(=S)N1CCN(c2ccccc2)CC1)Nc1nc(-c2ccccc2)c(-c2ccccc2)o1
  0, -0.3, -2, 1, -0.3, -0.7, 4, -3, -0.5, 1.2, 1.7
> COCc1cc(=O)[nH]c(-c2csc(C)n2)n1
  0, -1.1, 1, -1, 2.4, -0.4, -4, -1, 0.5, 1.1, 0.7
> COc1ccc(-n2c(C)ccc2-c2ccccc2)cn1
  1, 0.2, -2, 6, 0.7, 3.6, -12, 0, 0.4, 6.0, 4.1
> CC(CC(=O)Nc1ccc2c(c1)c(=O)n(C)n2-c1ccc2ccccc2c1)C(F)(F)F (stereo unspecified)
  30, -1.2, 21, -439, ., -0.8, 0, -1, -3.3, 2.5, -2.4
> NC(=O)c1ccc(Oc2ncc(C(F)(F)F)cc2Cl)cc1
  -3, -0.9, -1, 3, -0.5, -0.7, 1, -2, 0.7, 3.6, 1.3
> CCOc1cc(C(=O)N/N=C/C(Br)=C/c2ccccc2)cc(OCC)c1OCC
  -4, -0.8, -5, 1, -0.7, 0.3, 4, 1, -2.3, 0.5, 4.3
> COc1cc(C(=O)Nc2c(C)cc(C)cc2C)c(Br)c(OC)c1OC
  -2, -1.0, -2, 2, 1.2, -1.1, 8, 1, 0.2, -1.4, 0.4
> CC(=O)N(c1ccc2oc(=O)sc2c1)S(=O)(=O)c1cccs1
  4, -1.1, 5, 14, -0.4, 0.6, -11, 1, -0.1, -3.0, 1.0
> N#Cc1ccccc1OCC(=O)OCC(=O)NC1CCCC1
  1, -1.3, 1, -14, -0.1, 0.4, 3, -3, 0.0, -1.9, 2.0
> COc1ccc(Cl)cc1N(C)C(=O)CCNC(=O)Cn1cnc2ccccc2c1=O
  -6, -1.2, -1, -1, -1.3, 0.2, -1, 2, -0.3, 0.2, -0.8
> O=C(NCc1ccccc1)C12CC3CC(CC(C3)C1)C2
  4, -1.9, 2, 4, -1.4, -0.7, -5, -1, 0.3, -1.0, 1.9
> Cc1c(OCC(=O)N[C@@H](Cc2c[nH]c3ccccc23)C(=O)O)ccc2c1oc(=O)c1ccccc12
  -12, -1.5, -3, -277, -1.0, -2.0, -35, 2, 0.6, -1.9, 0.9
> CCCCC1C(=O)NN(c2ccccc2)C1=O (stereo unspecified)
  -4, -1.0, 2, -11, -2.0, -0.7, 16, 0, 0.5, 0.3, 1.8
> Cn1c(CCN2CCN(c3ccccn3)CC2)nc2cc(NC(=O)COc3ccc(Cl)cc3)ccc21
  0, -2.1, 6, -17, -2.1, -6.5, -12, -4, -1.4, -11, -1.0
> CCOc1ccc(CNC(=O)c2ccc(Sc3ccc(Cl)cc3)c(NC(C)=O)c2)cc1
  -3, -1.3, 2, 9, -0.2, -2.9, -16, -3, -0.5, -3.6, -1.6
> CCOC(=O)N1CCN(C(=O)CN(C)S(=O)(=O)c2ccc(F)cc2)CC1
  14, -0.7, 2, 5, 0.4, 0.5, 1, 4, 0.3, -0.9, 0.0
> CCN(CC)C(=O)c1ccc(O)c(OC)c1
  3, -0.9, 6, -13, 0.9, -1.7, 15, -3, 1.4, 1.6, -4.2
> CCNS(=O)(=O)c1ccc(CCC(=O)N2CCN(c3cccc(Cl)c3)CC2)cc1
  -2, -0.7, -4, 11, -1.7, -2.3, -3, 1, -0.4, -1.8, 2.0
> CC(=O)Nc1ccc(/C=N/NC(=S)NC(C)C)cc1
  4, -1.5, 8, 1, -0.3, -2.6, 11, 2, 0.6, -3.3, -1.9
> CC(=O)Oc1ccc2occ(C(=O)c3cccs3)c2c1
  0, -0.8, 1, 8, -0.4, 4.0, -12, 2, 2.5, 14*, 1.6
> COc1ccc(Oc2ccc(C(F)(F)F)cc2NC(=O)c2ccc(C)cc2)cc1
  -9, -0.5, 1, -1, ., 5.3, -2, -3, 0.0, 2.0, 1.7
> COc1cc2c(cc1NC(=O)C(c1ccccc1)c1ccccc1)CCCC2
  4, -1.1, -1, 12, -0.3, -1.6, -19, -1, -1.0, 0.7, 0.9
> COc1ccc(OC(=O)N2CCOCC2)cc1
  3, -0.8, -1, 9, 0.2, 1.9, 4, 0, 0.3, 2.9, 1.7
> NC(=O)c1ccc(/C(N)=N/S(=O)(=O)c2cc(C(F)(F)F)cc(C(F)(F)F)c2)cc1
  -1, -2.0, -1, -2, ., -2.2, -1, -1, -0.5, -1.7, 1.3
> CC1(C)Oc2ccc3ccc(=O)oc3c2/C(=C/NC2CCCCC2)C1=O
  7, -1.3, 4, -13, -0.7, 0.2, 15, 3, -0.9, -2.2, -0.1
> COc1cc(OC)cc(C(=O)NNC(=O)CCC(=O)c2cc(C)sc2C)c1
  -7, -1.3, -8, -8, 0.9, 1.0, -6, 5, 1.2, 0.3, -1.0
> CC(=O)Oc1ccc(CCC(C)OC(C)=O)cc1 (stereo unspecified)
  ., -1.3, ., 2, -1.0, -1.6, -5, 0, -0.6, 0.8, -1.9
> COc1ccc(C2C(C#N)=C(N)Oc3cc(O)ccc32)cc1 (stereo unspecified)
  2, -0.7, 27, -1, 1.8, 2.0, -4, 2, -0.2, 0.1, 0.6
> COc1cccc(CNC(=O)C2CCN(S(=O)(=O)N3CCC4(CC3)OCCO4)CC2)c1
  -2, -1.5, 1, -1, 0.6, -1.4, 2, -2, -0.2, -1.0, 2.2
> COc1ccc(CCNC(=O)C2CCCN(c3nc4ccccc4s3)C2)cc1OC (stereo unspecified)
  8, -1.2, -4, -5, -1.0, 0.0, -4, -2, -0.5, 0.8, -0.8
> CC1(C)OC(=O)C(=CNn2cnc3ccccc3c2=O)C(=O)O1
  8, -0.4, 2, -7, 0.1, 1.1, 3, -1, 0.7, 2.2, 2.5
> CS(=O)(=O)c1ccc(NCCN2CCOCC2)c([N+](=O)[O-])c1
  -3, -1.5, 1, -4, 0.3, -0.2, 2, 0, -0.1, -0.5, -0.4
> COC(=O)[C@@H](Cc1ccccc1)NC(=O)NCCc1ccc(OC)c(OC)c1
  -1, -0.9, 7, 8, 4.3*, 0.4, -2, 0, -0.6, 1.8, 0.5
> CC(=O)c1ccc(Nc2cc(C)nc3ncnn23)cc1
  0, -1.6, 2, -5, -0.2, -1.4, 3, -1, 0.0, 0.8, -0.4
> COc1ccc(C2CCCCC2SCC(=O)O)cc1OC (stereo unspecified)
  -1, -0.3, 1, 3, 1.4, 0.8, -3, 2, 0.3, 2.6, -1.5
> O=C(c1ccncc1)N1CCN(S(=O)(=O)c2ccc3ccccc3c2)CC1
  -4, -1.7, -10, -9, -0.7, -0.4, 1, -4, -0.1, -1.9, 1.4
> Cc1ccc(S(=O)(=O)N2CCN(C(=O)CSc3ccccn3)CC2)c(C)c1
  -2, -1.2, -4, -12, -0.6, -0.8, 1, 3, -1.2, 0.1, 1.5
> CCc1cccc(CC)c1NC(=O)Cn1c(-c2ccc(F)cc2)noc1=O
  4, -0.8, 2, -6, 0.1, -1.1, 0, -1, -0.2, 0.6, 0.3
> C/C(=N\NC(=O)c1nonc1N)c1cccs1
  -7, -0.5, 2, 1, 0.3, -0.5, 1, 6, -0.4, 1.6, 2.4
> CN(C)c1cccc(C(=O)NNC(=O)C23CC4CC(CC(C4)C2)C3)c1
  0, -0.7, 0, -20, 2.5, 2.5, 17, 4, 1.8, -0.6, 0.1
> O=C(NCc1cccs1)C1CC(O)CN1C(=O)Nc1ccccc1 (stereo unspecified)
  -6, -1.0, 1, 1, 1.6, -2.2, 1, 0, -0.2, -0.1, 0.3
> Cc1cc(C)n(CC(=O)NC2CCCc3c2cnn3-c2ccc(C)c(C)c2)n1 (stereo unspecified)
  2, -0.7, 7, 1, 0.0, -0.9, 0, -2, 0.1, 3.5, 1.2
> CC(C)COc1cccc(C(=O)Nc2ccc(CN3CCOCC3)cc2)c1
  5, -1.2, -1, -5, -1.3, -2.8, -4, -4, -0.9, -1.6, 1.2
> COc1cc(C)c(N)cc1C(C)C
  2, 0.1, 2, 4, 0.6, -2.0, 8, -2, 0.1, 1.9, 3.3
> CCOc1ccc(/C=N/Nc2ccccn2)cc1
  1, 0.7, -1, 1, 1.0, 6.0*, -19, 3, 5.8*, 17*, 3.0
> Cc1ccnc(NC(=O)CCc2c(C)nc3ncnn3c2C)c1
  -2, -1.2, 1, -6, 0.4, 0.1, 0, 2, 0.5, 2.2, 1.5
> COc1cccc(C(=O)N[C@H](C(=O)N2CCC[C@H]2C(=O)NCCc2ccccc2Cl)C2CCCCC2)c1
  3, -1.1, 1, -6, ., -0.7, 1, -2, 1.6, -4.3, .
> COc1cc(S(=O)(=O)NC2CCCC2)ccc1Cl
  4, -1.0, -2, -3, -0.3, -0.1, -12, 0, -0.6, -1.6, -0.1
> CC1(C)CC(=O)C(CC(=O)N2CCC(Cc3ccccc3)CC2)C(=O)C1
  0, -0.9, 2, -5, 3.8, -1.0, 4, -4, 1.3, -1.8, 3.3
> Cc1ccc(CN2CCN(Cc3cccc4c3OCO4)CC2CCO)cc1 (stereo unspecified)
  1, -0.2, -1, 10, -0.5, -2.2, 7, 1, 0.0, -4.4, -2.2
> C/C(=N\NC(=O)c1nn(C)cc1Br)c1ccncc1
  6, -1.3, 0, -4, 7.6*, 1.4, 10, 1, 1.9, 9.9, 3.1
> Cc1cccc(OCc2nnc(SCC(=O)Nc3sc(C)c(C)c3C#N)n2C)c1
  -6, -1.2, -2, -5, -0.6, -1.7, 10, -2, -0.6, 1.1, -3.2
> COc1ccc(CN(C(=O)c2oc3ccccc3c2C)C2CCS(=O)(=O)C2)cc1 (stereo unspecified)
  -2, -1.0, -6, 1, 1.9, -2.1, -9, 1, -0.5, -3.4, -0.5
> Cc1ccc(C)c(OCCC(=O)NCCc2ccc(Cl)cc2)c1
  -5, -1.3, -8, 8, 0.5, -1.4, 1, -1, 1.4, 0.7, 1.1
> CCCN1CCc2c(sc(NC(=O)Cc3ccc(F)cc3)c2C(N)=O)C1
  3, -1.0, -4, -20, 0.8, -1.5, -2, -1, -0.3, 3.6, -2.2
> Cc1nc(C)c(-c2ccc(SCC(=O)Nc3cccc(Cl)c3)nn2)s1
  4, -2.3, -3, -10, -2.0, -5.7, -4, -4, -4.6, -6.2, 2.1
> CCCCCCSc1nsc(NC(=O)CCC)n1
  -2, -1.6, -4, -4, 1.9, 0.0, -9, 3, 0.6, -0.8, 1.9
> O=C(NCCCN1CCOCC1)C(=O)N/N=C/c1c2ccccc2cc2ccccc12
  -7, -0.9, -6, 2, -1.6, -1.6, -6, -1, -1.6, 1.6, -5.2
> COc1cc(/C=C2\SC(=S)N(Nc3ccccc3)C2=O)cc(OC)c1OC
  3, -1.3, 4, 0, 0.1, -1.0, -18, 0, -0.8, -0.4, 2.1
> O=C(OCCSCCOC(=O)C1CC=CCC1)C1CC=CCC1 (stereo unspecified)
  2, -0.7, 0, 0, -0.2, 1.1, 13, -4, 0.2, 1.7, 0.1
> Fc1ccc(Cn2nnnc2CN2CCc3ccccc3C2)cc1
  -5, 0.4, -5, -6, 0.6, -0.2, -8, -1, -0.9, -1.4, 2.9
> C[C@H](CO)N1C[C@H](C)[C@@H](CN(C)C(=O)NC2CCCCC2)Oc2c(NC(=O)Nc3ccccc3)cccc2C1=O
  1, -1.2, -1, 7, -0.1, -3.1, -11, 0, -0.5, -3.2, -1.0
